HTT ATP protect: qHTS Multiplex Assay to Identify Dual Action Probes in a Cell Model of Huntington: Cytoprotection (ATP) | PC12 HTT-Q103 induced, cytoprotection, ATP luminescence, 40 h | Potency, µM (top dose mostly 56.4 µM), inactives show cytoprotection (ATP increase), hits mostly activators | 230,000 compounds, 0.14% hits | AID 1471, 2008;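 further: % of control where 0% means no effect; nearly all actives have a fitted effect of over 45% in size; toxic huntingtin expression switched on by the ecdysone agonist tebufenozide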
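Huntington model: PC12 line, ecdysone-inducible HTTQ103 exon1–GFP, tebufenozide 100 nM. Test articles in a dose series. Endpoint luminescence from cellular ATP.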
Tau fibril ThT: qHTS for Inhibitors of Tau Fibril Formation, Thioflavin T Binding | recombinant tau K18 P301L, heparin-induced fibrillization, ThT fluorescence | Potency, µM (doses to about 57.4 µM), for the others: top-dose activity, negative = inhibition, hits mostly inhibitors | 270,000 compounds, 2.1% hits | AID 1460, 2008; further: on the % scale 0 is the no-effect control and ±100 the full control effect; nearly all actives have a fitted effect of over 55% in size
Target sequence (P10636 561-689 P618L limits assumed): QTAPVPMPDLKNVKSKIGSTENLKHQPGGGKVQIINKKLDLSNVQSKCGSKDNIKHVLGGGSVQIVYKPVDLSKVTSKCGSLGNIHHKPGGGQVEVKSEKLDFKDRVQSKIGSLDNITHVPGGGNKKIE
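ThT emission at 510 nm, taken 1 hr after adding 30 uM dye, quantifies aggregates formed when 20 uM heparin acts on human tau K18 P301L for 6 hr at 37 C.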
Tau FP inhib: qHTS for Inhibitors of Tau Fibril Formation, Fluorescence Polarization | Microtubule-associated protein tau (Homo sapiens), P10636 | K18 P301L tau heparin fibrillization, Alexa594 FP, 6 h | Potency, µM (series often up to 57.7 µM), inactives show top-dose activity, negative = inhibition, hits mostly inhibitors | 280,000 compounds, 0.39% hits | AID 1468, 2008; further: on the % scale 0 is the no-effect control and ±100 the full control effect; nearly all actives have a fitted effect of over 55% in size
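Read-out: fluorescence polarization of Alexa 594-labeled tau (0.24 uM), 555 nm excitation, 632 nm emission. Mixtures held 15 uM unlabeled K18 P301L, compound and 20 uM heparin, pH 7 acetate buffer, incubated 6 hr at 37 C.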
RECQ1 helicase: qHTS Assay for Inhibitors of RecQ-Like Dna Helicase 1 (RECQ1) | RECQ1 DNA unwinding, red fluorescence kinetic read | Potency, µM (highest dose often 57.3 µM), for the others: top-dose activity, negative = inhibition, usual class: inhibitors | ATP-dependent DNA helicase Q1 (Homo sapiens), P46063 | 240,000 compounds, 0.54% hits;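 further: plate controls were vehicle for no effect and no enzyme for full effect; nearly all actives have a fitted effect of over 30% in size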
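50 nM RECQ1T1 preincubated 15 min with compound in Tris pH 8.0 buffer with MgCl2, DTT, Tween-20 and 2.5 ug/ml poly(dI-dC); started with 200 nM TAMRA/BHQ-2 forked duplex and 2 mM ATP. Unwinding read as fluorescence (525/598 nm), two reads 2 h apart.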
Tau fluor cs: Counterscreen qHTS for Inhibitors of Tau Fibril Formation, Fluorescence Polarization; AID 1463, 2008; 280,000 compounds, 0.93% hits; Potency, µM (top dose mostly 57.7 µM), inactives show at the top dose activity change, negative = decrease; tau K18 P301L Alexa594 fluorescence, heparin fibrillization; further: on the % scale 0 is the no-effect control and ±100 the full control effect; nearly all actives have a fitted effect of over 55% in size
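Human tau K18 P301L (15 uM unlabeled, 0.24 uM Alexa 594-labeled) in 100 mM sodium acetate pH 7 with 20 uM heparin, 6 hr at 37 C. ThT 30 uM added, 1 hr ambient; Alexa 594 FP and total fluorescence read at 555/632 nm.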
TR SRC2 fluor cs: Total Fluorescence Counterscreen for Inhibitors of the Interaction of Thyroid Hormone Receptor and Steroid Receptor Coregulator 2 | TRb/SRC2 Texas Red total fluorescence interference | Potency, µM (titrated, usually from 106 µM), inactives show top-dose fluorescence change, negative = quenching | 280,000 compounds, 0.29% hits; active means well fitted curve in either direction with a large enough effect; inconclusive means small, poorly fitted or top-dose-only effect; further: on the % scale 0 is the no-effect control and ±100 the full control effect
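Flags fluorescent or light-absorbing compounds by total fluorescence, S + 2P, at 555 nm excitation and 632 nm emission. Mixture: 20 nM Texas Red SRC2 peptide, 0.6 uM human TRb LBD, 1 uM T3, 5% DMSO; compound exposure 5 h at ambient temperature.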
L3MBTL1 block: qHTS Assay for the Inhibitors of L3MBTL1; Lethal(3)malignant brain tumor-like protein 1 (Homo sapiens), Q9Y468; AlphaScreen L3MBTL1–H3K9me1 peptide binding; Potency, µM (highest dose often 57.1 µM), inactives show at the highest dose activity, negative = inhibition, most hits filed as inhibitors; 230,000 compounds, 0.66% hits; AID 485360, 2010; further: on the % scale 0 is the no-effect control and ±100 the full control effect; nearly all actives have a fitted effect of over 60% in size
Target sequence (Q9Y468 whole entry, looked up): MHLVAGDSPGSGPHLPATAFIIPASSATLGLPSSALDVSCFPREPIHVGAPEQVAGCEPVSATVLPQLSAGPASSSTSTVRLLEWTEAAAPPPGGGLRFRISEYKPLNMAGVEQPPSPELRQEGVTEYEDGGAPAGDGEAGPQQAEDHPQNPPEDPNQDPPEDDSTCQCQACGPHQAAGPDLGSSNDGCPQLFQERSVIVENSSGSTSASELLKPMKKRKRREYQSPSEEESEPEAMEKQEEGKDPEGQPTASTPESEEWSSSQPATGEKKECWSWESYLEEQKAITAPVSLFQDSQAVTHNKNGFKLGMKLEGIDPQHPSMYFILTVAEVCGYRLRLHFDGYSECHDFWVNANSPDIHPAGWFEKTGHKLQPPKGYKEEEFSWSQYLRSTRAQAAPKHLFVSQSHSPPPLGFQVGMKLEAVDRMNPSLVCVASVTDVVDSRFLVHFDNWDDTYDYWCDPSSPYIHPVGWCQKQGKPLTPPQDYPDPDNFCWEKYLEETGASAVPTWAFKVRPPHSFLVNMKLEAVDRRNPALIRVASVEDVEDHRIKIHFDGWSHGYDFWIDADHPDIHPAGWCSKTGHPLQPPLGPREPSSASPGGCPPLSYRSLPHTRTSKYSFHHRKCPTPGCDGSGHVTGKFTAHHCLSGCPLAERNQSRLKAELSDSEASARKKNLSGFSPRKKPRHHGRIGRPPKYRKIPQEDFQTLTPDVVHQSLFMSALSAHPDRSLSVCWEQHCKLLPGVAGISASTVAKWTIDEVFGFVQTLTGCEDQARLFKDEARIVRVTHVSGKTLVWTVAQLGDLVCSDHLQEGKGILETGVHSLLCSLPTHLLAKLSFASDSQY
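AlphaScreen assay: L3MBTL1 (50 nM final) was preincubated 30 min at room temperature with biotinylated H3(1-15)K9me1 peptide (75 nM final), then 30 min with library compounds; streptavidin donor and nickel chelate acceptor beads (10 ug/mL final) added, 30 min dark.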
TRb SRC2 PPI: qHTS for Inhibitors of the Interaction of Thyroid Hormone Receptor and Steroid Receptor Coregulator 2. Thyroid hormone receptor beta (Homo sapiens), P10828. TRbeta-SRC2 peptide binding, fluorescence polarization; receptor liganded with 1 µM T3. Potency, µM (doses to about 106 µM), for the others: top-dose activity change, negative = inhibition, usual class: inhibitors. 280,000 compounds, 0.065% hits. AID 1469, 2008;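 further: plate controls were bound peptide for no effect and peptide without receptor for full effect; nearly all actives have a fitted effect of over 50% in size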
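TRb LBD 0.6 uM + Texas Red SRC2 peptide 20 nM, 1 uM T3, Tris buffer w/ 5% DMSO; compound pinned, 5 h RT; FP read ex 555/em 632; normalized to unbound and bound controls.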
* = called active by the depositor; i = inactive; ? = inconclusive; . = not tested or not shown; [ ] = dose if it differs, or a comment. Unless noted, the call rests on the fitted dose curve; in most records, active means well fitted curve in the direction sought with a large enough effect; inconclusive means small, poorly fitted or top-dose-only effect, or another doubt; inactive means no such curve, though single readings can be large; an effect the other way counts as inactive or inconclusive. Potency means the concentration at half of the fitted maximal effect. Some of the compounds tested, so the mix of outcomes need not match the whole.

entry	SMILES	HTT ATP protect	Tau fibril ThT	Tau FP inhib	RECQ1 helicase
1	CC(C)NC(=O)c1ccccc1NC(=O)CN(c1ccc2c(c1)OCO2)S(C)(=O)=O	-14%	-2%	4%	-1%
2	CCN(CCCNC(=O)Cn1ncc2c(=O)oc3ccccc3c21)c1cccc(C)c1	-10%	-18%	5%	-16%
3	Cc1ccccc1C(=O)Nc1c(C(=O)Nc2cccc(F)c2)oc2ccccc12	.	1%	?	.
4	NC(=S)Cc1nc(-c2ccccc2)cs1	21%[10 µM]	20µM*	?	-17%
5	COc1cc(C(=O)N2CCN(S(=O)(=O)c3ccc(C)cc3)CC2)ccc1OCc1c(C)noc1C	1%	0%	-3%	12%
6	COc1ccc(OC)c(C2(O)CSC(=Nc3cccnc3)N2Cc2ccco2)c1 (configuration not stated)	25%[10 µM]	7%	-2%	20%
7	Nn1cnnc1N/N=C/c1ccc(Cl)c([N+](=O)[O-])c1	.	25µM*	?	-2%
8	O=C(N/C(=C\c1ccccc1Cl)C(=O)N1CCOCC1)c1ccc([N+](=O)[O-])cc1	-18%	2%	6%	4%
9	Cc1ccc(SCC(=O)Nc2cc(C)on2)cc1	-4%	-10%	2%	-11%
10	CN(C)c1cc[nH]c(=O)c1C#N	-1%	-3%	5%	1%

entry	Tau fluor cs	TR SRC2 fluor cs	L3MBTL1 block	TRb SRC2 PPI
1	2%	-2%	1%	-5%
2	?	-3%	-3%	3%
3	-27%	-2%	.	4%
4	?	-3%[53 µM]	-2%	-3%[53 µM]
5	-1%	-3%	-3%	-7%
6	4%	-8%	17%[11.4 µM]	-4%
7	-26%	0%	-18%	7%
8	-4%	-2%	.	-2%
9	-15%	1%	.	-3%
10	0%	-1%	.	4%

6 entries drawn at random from those above, as already listed:
entry	SMILES	HTT ATP protect	Tau fibril ThT	Tau FP inhib	RECQ1 helicase
6	COc1ccc(OC)c(C2(O)CSC(=Nc3cccnc3)N2Cc2ccco2)c1 (configuration not stated)	25%[10 µM]	7%	-2%	20%
3	Cc1ccccc1C(=O)Nc1c(C(=O)Nc2cccc(F)c2)oc2ccccc12	.	1%	?	.
8	O=C(N/C(=C\c1ccccc1Cl)C(=O)N1CCOCC1)c1ccc([N+](=O)[O-])cc1	-18%	2%	6%	4%
10	CN(C)c1cc[nH]c(=O)c1C#N	-1%	-3%	5%	1%
9	Cc1ccc(SCC(=O)Nc2cc(C)on2)cc1	-4%	-10%	2%	-11%
5	COc1cc(C(=O)N2CCN(S(=O)(=O)c3ccc(C)cc3)CC2)ccc1OCc1c(C)noc1C	1%	0%	-3%	12%

entry	Tau fluor cs	TR SRC2 fluor cs	L3MBTL1 block	TRb SRC2 PPI
6	4%	-8%	17%[11.4 µM]	-4%
3	-27%	-2%	.	4%
8	-4%	-2%	.	-2%
10	0%	-1%	.	4%
9	-15%	1%	.	-3%
5	-1%	-3%	-3%	-7%

(further entries)
entry	SMILES	HTT ATP protect	Tau fibril ThT	Tau FP inhib	RECQ1 helicase
11	O=C(Nc1ccc(N2CCOCC2)cc1)C1CCN(S(=O)(=O)Cc2ccccc2)CC1	3%	?	-1%	-2%
12	CCn1c(CSc2ncccn2)nnc1SCC(=O)N1CCc2ccccc21	6%[10 µM]	-6%	5%	-1%
13	Cc1ccc(CSCCC(=O)NCc2ccc(F)cc2Cl)cc1	.	-8%	2%	.
14	CCC1(C(=O)c2ccc(Cl)cc2)C2c3ccccc3OC(=O)C21C(=O)Nc1ccccc1 (configuration not stated)	-11%[10 µM]	-13%	0%	2%
15	COc1ccc(O)c(-c2c(-c3ccc(Cl)cc3)n[nH]c2C)c1	1%	-13%	-5%	i
16	Cc1cccc(C)c1NC(=O)CS(=O)CC(=O)Nc1ccc(F)cc1F (configuration not stated)	-6%	-6%	-2%	-5%
17	Cc1ccc(NC(=O)CSc2ccc(-c3ccccn3)nn2)cc1	-6%[10 µM]	-7%	-4%	i
18	CCCNC(=O)CN(C)CC(=O)Nc1ccccc1C#N	-28%	-6%	4%	i
19	Cc1ccc(S(=O)(=O)c2nc(C)c3c(n2)CCC3)cc1	4%[10 µM]	-4%	-4%	-13%
20	O=C1N(Nc2ccccc2)C(c2ccc(Br)cc2)C12CCCCC2 (configuration not stated)	-2%	-1%	5%	-3%

entry	Tau fluor cs	TR SRC2 fluor cs	L3MBTL1 block	TRb SRC2 PPI
11	-7%	0%	.	4%
12	0%	-3%	-2%	-3%
13	-15%	-3%	.	-5%
14	-13%	8%	-2%	0%
15	-28%	-4%	-21%	-9%
16	1%	0%	4%	-8%
17	-7%	0%	.	4%
18	0%	0%	1%	-2%
19	-7%	5%	-1%	2%
20	-11%	2%	.	5%

New compounds follow:
entry	SMILES	HTT ATP protect	Tau fibril ThT	Tau FP inhib	RECQ1 helicase
21	N#CCSc1nnc(-c2ccc3c(c2)OCO3)o1	18%[10 µM]	-4%	-7%	i
22	O=C(NC(=S)N1CCOCC1)c1ccc([N+](=O)[O-])cc1	30%[10 µM]	-1%	-4%	-3%
23	Cc1ccc(-c2cc[n+](Cc3ccccc3)cc2)cc1	17%[10 µM]	-5%	3%	-3%
24	Cc1ccc(-c2cn3c(n2)sc2cc(C(=O)NC4CCCCCC4)ccc23)c(C)c1	.	-8%	6%	.
25	O=c1oc(-c2ccc([N+](=O)[O-])cc2)nc2ccc(O)cc12	.	13µM*	-6%	i
26	COc1ccc(NC(=O)CSc2nnc(-c3ccco3)n2C)cc1	2%[10 µM]	-2%	-3%	-2%
27	Cc1[nH]nc(SCC(=O)N2CCCCCC2)c1[N+](=O)[O-]	-36%	?	5%	-2%
28	Cc1ccc2c(c1)nnn2C1CCN(CC(=O)Nc2ccc(F)cc2)CC1	-4%[10 µM]	-3%	-4%	2%
29	Cn1c(=O)c2c(nc(SCC(=O)O)n2Cc2cc3c(cc2Cl)OCO3)n(C)c1=O	12%	-13%	-10%	23%
30	CCOC(=O)CN(C(=O)CSc1nnc(-c2ccc(OC)c(OC)c2)o1)c1ccccc1	-13%	-6%	-1%	-6%

entry	Tau fluor cs	TR SRC2 fluor cs	L3MBTL1 block	TRb SRC2 PPI
21	0%	-1%	-1%	-5%
22	-5%	-2%	17%	7%
23	-10%	-2%	-2%	5%
24	?	1%	.	1%
25	?	-6%	-12%	2%
26	4%	-1%	.	-1%
27	-6%	-2%	5%	-8%
28	-6%	-5%	.	3%
29	-9%	3%	.	-16%
30	-4%	-1%	8%	3%

(list continues)
entry	SMILES	HTT ATP protect	Tau fibril ThT	Tau FP inhib	RECQ1 helicase
31	CCOC(=O)C1=C(c2ccccc2)Nc2ncnn2C1c1ccc(OC)c(OC)c1OC (configuration not stated)	9%	-2%	-1%	3%
32	CC(=O)OC(C(=O)NCS(=O)(=O)c1ccc(C)cc1)c1cccnc1 (configuration not stated)	-12%	-5%	-3%	i
33	CCOC(=O)C1CN(S(=O)(=O)c2ccc(F)cc2)C1	-15%	2%	-7%	-10%
34	Cc1noc(N)c1C1(O)C(=O)Nc2c(Cl)cc(Cl)cc21 (configuration not stated)	6%[10 µM]	-1%	-9%	i
35	CCOC(=O)c1[nH]c(C)c(C(=O)OCC(=O)N2CC(=O)Nc3ccccc32)c1C	2%[10 µM]	-1%	1%	-3%
36	CCOc1ccc(NC(=O)C(=O)N/N=C\c2ccc(CNS(=O)(=O)c3ccccc3)o2)cc1	37%[10 µM]	-8%	?	-4%
37	COc1ccc(Cl)cc1NC(=O)Nn1cnnc1	-3%	1%	3%	i
38	O=C(COc1ccccc1)N(Cc1ccccc1)c1nc(-c2ccccc2)cs1	-22%	-8%	-13%	-1%
39	NNC(=O)CCc1ccc(S(=O)(=O)N2CCOCC2)cc1	-39%	-1%	-3%	-1%
40	C=C1c2ccccc2S(=O)(=O)N(Cc2ccccc2)C1COCc1ccccc1 (configuration not stated)	18%[10 µM]	0%	-6%	-9%

entry	Tau fluor cs	TR SRC2 fluor cs	L3MBTL1 block	TRb SRC2 PPI
31	-4%	-2%	0%	5%
32	-3%	-1%	-4%	-8%
33	-1%	0%	9%	0%
34	0%	2%	3%	1%
35	-5%	-6%	4%	-1%
36	1%	0%	0%	-8%
37	3%	3%	.	2%
38	-8%	-1%	-19%	-10%
39	-5%	-2%	.	-1%
40	-9%	-1%	.	5%

Continuation:
entry	SMILES	HTT ATP protect	Tau fibril ThT	Tau FP inhib	RECQ1 helicase
41	COc1ccccc1NS(=O)(=O)c1ccc(O)c(C(=O)OCC(=O)N2c3ccccc3CC2C)c1 (configuration not stated)	-24%	-5%	-11%	i
42	CCN(CC(=O)NC1CCS(=O)(=O)C1)S(=O)(=O)c1ccccc1 (configuration not stated)	19%[10 µM]	1%	10%	-7%
43	Cc1cc(C)n(-c2cc(C(C)(C)C)nc3c(-c4ccc(Cl)cc4)cnn23)n1	-24%	-16%	-2%	-6%
44	CCn1c(SCC(N)=O)nc2ccccc2c1=O	10%	-2%	-7%	i
45	O=C(c1cc2sccc2n1Cc1ccccc1)N1CCN(c2nc3ccccc3s2)CC1	-34%	?	4%	-19%

entry	Tau fluor cs	TR SRC2 fluor cs	L3MBTL1 block	TRb SRC2 PPI
41	-22%	2%	2%	4%
42	-5%	-1%	1%	5%
43	-18%	2%	5%	-2%
44	0%	-3%	8%	2%
45	-18%	-1%	-4%	-20%

Screens: PubChem BioAssay, National Center for Advancing Translational Sciences (NCATS)
